Screens: PubChem, NCI
NCI-60 one-dose screen, 48 h, at 10 µM unless noted. Numbers give growth in % (100 = growth as untreated, 0 = no growth, -100 = all killed).
HL-60(TB) = HL-60(TB) leukemia cells. 9% of 78,000 active; active means growth percent below 10
Numbers without * were called inactive; & = joins results of further samples.

SMILES | HL-60(TB)
c1ccc2cc3c(cc2c1)Cn1c-3nc2ccccc21 | 111.5
COc1ccc(-c2cc(-c3ccc(N)cc3)[nH]c(=O)c2C#N)cc1O | 103.5
CCOC(=O)c1ccccc1C(=O)OC1CCCCC1 | 85.1
O=C(NNC(=S)Nc1ccc(Cl)cc1)c1ccc(Nc2ncnc3c2cnn3-c2cccc(F)c2)cc1 | 87.6
O=C(Nc1ccc(OCc2nnc(-c3ccc(Cl)cc3)o2)c(F)c1)c1ccccc1 | 99.1
c1coc(-c2cc(-c3cc(-c4ccco4)on3)no2)c1 | 101.7
CCOC(=O)CN1C(=O)CSC1=S | 91.6
O=C1NC(c2ccc(Cl)c(Cl)c2)=C/C1=C/c1ccccc1[N+](=O)[O-] | 97.8
Nc1ccc(I)cc1 | 88.9
O=C1C(=O)C(Cl)=C(Cl)C(Cl)=C1Cl | 109.8
O=C(O)CCCCCNC(=S)NCCCCCC(=O)O | 80.3
O=C(CNCCCCCNCC(=O)OC1CCCCC1)OC1CCCCC1 | 116.3
Cc1nn(-c2ccc(Cl)cc2)c(C)c1N=Nc1ccc2oc(=O)ccc2c1 | 93.5
N#C/C(=N\Nc1ccc(Cl)cc1)C(=O)Nc1cc(-c2ccccc2)nn1-c1ccccc1 | 27.5
Cc1ccc2c(-c3cc(-c4cc5ccccc5oc4=O)nc(N)c3C#N)cc(=O)oc2c1 | 96.6
C=C(C)[C@@H]1CC[C@]2(C(=O)N[C@@H](C(=O)OC)c3ccccc3)CC[C@]3(C)[C@H](CC[C@@H]4[C@@]5(C)Cc6c([nH]c7ccccc67)C(C)(C)[C@@H]5CC[C@]43C)[C@@H]12 | 85.4
CNC(=O)NNC(=O)NC | 114.6
C/C(=N\NC(N)=O)c1ccc(Cl)cc1 | 106.7
O=C(Nc1nc(-c2ccc(Cl)cc2)cc(-c2ccc(Cl)cc2)n1)c1ccncc1 | 108.8
Cc1csc(NC(c2ccc(Br)cc2)c2cn(C)c3ccccc23)n1 (stereo not drawn) | 93.3
CSc1nc2sc3cc(Cl)c(Cl)cc3n2c(=O)c1C#N | 113.5
Cc1ccc2[nH]c(-c3ccc(S(C)(=O)=O)cc3)c(/C=N/O)c2c1 | 97.2
Oc1cccc(CN2CCOCC2)c1O | 100.0
COc1ccc(-c2cc(-c3cccnc3)[nH]c(=O)c2C#N)cc1OC | 89.8
CCCCCCSc1cc(=O)[nH]c(N)n1 | 54.3

Look-ups from the results shown.
Under HL-60(TB), c1coc(-c2cc(-c3cc(-c4ccco4)on3)no2)c1 shows 101.7
Under HL-60(TB), CCOC(=O)CN1C(=O)CSC1=S shows 91.6
Under HL-60(TB), O=C1C(=O)C(Cl)=C(Cl)C(Cl)=C1Cl shows 109.8
Under HL-60(TB), O=C(O)CCCCCNC(=S)NCCCCCC(=O)O shows 80.3

In another format: entries from further up
> Oc1cccc(CN2CCOCC2)c1O
  HL-60(TB) = 100.0

> COc1ccc(-c2cc(-c3cccnc3)[nH]c(=O)c2C#N)cc1OC
  HL-60(TB) = 89.8

Carrying on.
SMILES | HL-60(TB)
O=C1c2cccc(S(=O)(=O)O)c2C(=O)c2cccc(Cl)c21 | 106.1
CCOC(=O)N1C2CCC(C2)N1C(=O)OCC | 92.4
Nc1cnc(Cl)nc1N | 104.2
C=C(/C=C/[C@@H](C)[C@H]1CC[C@H]2C3=CC[C@H]4C[C@@H](O)CC[C@]4(C)[C@H]3CC[C@]12C)C(C)C | 118.2
c1nc(SC2=NCCN2)c2[nH]cnc2n1 | 22.6
COc1ccc(-c2nnc(COc3ccc(-c4nnc(N)s4)cc3)o2)cc1Cl | 76.5
O=C1Nc2ccc(Cl)cc2/C1=C/c1ccc[nH]1 | 101.8
Cc1cc(=O)oc2cc(N(C)C)ccc12 | 83.4
CCOC(=O)c1c(NC(=O)c2ccc(Cl)cc2)sc2c1CCCC2 | 101.0
COc1cc(/C=C/C(=O)/C=C(O)/C=C/c2ccc(OC(=O)c3cccs3)c(OC)c2)ccc1OC(=O)c1cccs1 | 88.8
O=C(Nc1cccc(Cl)c1)OCCCl | 94.8
CN(C)CC(=O)O | 80.9
O=C(CBr)c1ccc(OC(=O)c2ccccc2)cc1 | 95.5
CCN(c1ccccc1)S(=O)(=O)c1ccc(Oc2ccccc2)c(N)c1 | 83.4
Cn1cc(-c2ccc3c(c2)OCCO3)c(C(=O)NCc2ccc(F)cc2)n1 | 101.2
CCc1nnc2c3cc4ccccc4n3cnn12 | 138.1
CC(C)(C)OC(=O)N1CCc2c(sc3ncnc(Nc4ccc(NC(=O)Nc5ccc(Cl)cc5)cc4)c23)C1 | 84.8
O=C(CC(c1ccccc1)(c1ccccc1)c1ccccc1)c1ccccc1 | 74.6
COc1cc(-c2nc(SCc3ccc(C)cc3)[nH]c(=O)c2C#N)ccc1OCc1ccccc1 | 137.5
COc1ccc(/C=C/c2nc(Nc3ccc(S(=O)(=O)Nc4nc(C)cc(C)n4)cc3)c3ccccc3n2)cc1 | 73.6
CC1=C2[C@H]3OC(=O)[C@@H](C)[C@@H]3CC[C@@]2(C)C=C/C1=N\O | 114.2
CNCCOc1nc2c3cnccc3cc(-c3cc(OC)c(OC)c(OC)c3)c2c2ccncc12 | -25.8*
COc1cc2nc(N3CCC[C@@H](NC(=O)c4ccco4)C3)nc(N)c2cc1OC | 80.1
O=C1OC2CC3CC1C2C3 (stereo not drawn) | 98.1&106.4
O=S(=O)(O)CCc1ccncc1 | 98.5
Other results:
SMILES | HL-60(TB)
CCCCC(CC)CNC(=O)CI (stereo not drawn) | 105.7
CCCCCNc1ccc(NCCCCC)c2c1C(=O)c1ccccc1C2=O | 96.3
COc1ccccc1Nc1cc(NC(=O)CNc2cc(OC)c(Cl)c(OC)c2Cl)ncn1 | 85.1
Cc1ccc(/C=C/C2=NN(c3ccc(-c4ccc(Cl)cc4)nn3)C(c3ccc(C)s3)C2)s1 (stereo not drawn) | 111.9
CC(COc1ccccc1)OC(=O)Nc1ccccc1 (stereo not drawn) | 106.9
COc1cccc2c1C=C1CCCCC3=Cc4c(OC)cccc4OC13O2 | 19.1
COC(=O)CC(=O)C(=O)OC | 100.5
CCOP(=O)(OCC)OC(=C(Cl)Cl)c1cc(Cl)ccc1Cl | 102.6
COc1cc2c(c(OC)c1OC)C(=O)CC(c1cccc(NC(=O)c3cc(NC(=O)[C@@H](N)CO)ccc3Cl)c1)O2 (stereo partly drawn) | 98.5
CCN(CC)c1ccc(NC(C)=O)cc1 | 105.8
CN(C)CC1(C)Cc2ccsc2C1O (stereo not drawn) | 93.0
O=C(OCc1ccc2cccc(O)c2n1)c1cc2ccccc2[nH]1 | 99.9
c1ccc(COC2COC(c3ccccc3)OC2)cc1 (stereo not drawn) | 71.1
COc1ccc(C2NC(=O)Cc3c2sc2c(F)cccc32)c(OC)c1 (stereo not drawn) | 107.8
COC(=O)C1CCN1C(C)(C)C (stereo not drawn) | 99.9
CC(=O)OC1(C)C(=O)C=C(C)C=C1C (stereo not drawn) | 62.1
COc1ccc(-c2c(NC(=O)Nc3ccccc3)cnn2-c2ccc(S(N)(=O)=O)cc2)cc1 | 96.9
CN(C)CCCNC(=O)C1COc2ccccc2O1 (stereo not drawn) | 92.3
O=C(O)C1(c2cccc(O)c2)CCCC1 | 93.8
Cn1c2c(Cl)c(Cl)ccc2c2c(C#N)c[nH]c(=O)c21 | 107.4
CCCCCCCNc1nc(C=O)ncc1-c1ccc(C(F)(F)F)cc1 | 64.4
COc1ccc2cc(-c3nc4c(cnn4-c4ccccc4)c(=O)[nH]3)c(OC)nc2c1 | 98.9
C1CCCC(NC2=NCCO2)CCC1 | 97.5
O=C1c2cccc3c(-c4ccc(-c5nc6c7ccccc7c7ccccc7c6[nH]5)cc4)ccc(c23)C(=O)N1c1ccc(F)cc1 | 63.2
CN(C)C1C(=O)C(C(N)=O)=C(O)C2(O)C(=O)C3=C(O)c4c(O)cccc4C(C)(O)C3C(O)C12 (stereo not drawn) | 91.4
The list goes on:
SMILES | HL-60(TB)
O=C(Cn1cc(COn2nnc3ccccc32)nn1)Nc1ccccn1 | 99.3
COc1ccc(C2=CC(c3ccc(C)cc3Br)N3C=CSC3=N2)cc1 (stereo not drawn) | 98.6
COc1ccc([N+](=O)[O-])cc1N | 110.3
COC(=O)C[C@](O)(CCCC(C)C)C(=O)O[C@H]1C(OC)=C[C@@]23CCCN2CCc2cc4c(cc2[C@@H]13)OCO4 | -28.7*
Cc1ccc(N2CCN(CCCN3CCN(c4ccc(Cl)cc4)CC3)CC2)cc1 | 61.6
CCCCn1c(=O)c(C2CNC(=O)c3ccccc3N2)cc2ccc(Cl)cc21 (stereo not drawn) | 106.7
Nn1c(CN2CCN(c3cc4c(cc3F)c(=O)c(C(=O)O)cn4C3CC3)CC2)n[nH]c1=S | 101.0
COc1cc(NC(=O)COc2cc(O)c3c(=O)cc(-c4ccccc4)oc3c2)cc(OC)c1OC | 99.1
COc1cccc(Cn2ccc3c2-c2oncc2CC3)c1 | 77.5
COc1cccc(-c2nn(-c3ccccc3)cc2-c2ccnc(NCCCNS(=O)(=O)c3ccc(Cl)cc3)c2)c1 | 40.0
COc1cc(C2CC(c3ccc(Cl)cc3)=NN2C=O)ccc1OCCN(C)C (stereo not drawn) | 97.9
S=P(Oc1cc(Cl)c(Cl)cc1Cl)(N1CCN(c2cccc(Cl)c2)CC1)N1CCN(c2cccc(Cl)c2)CC1 | 111.4
CO[C@H]1[C@H](O[C@@H]2C[C@@H]3C/C=C/C(=O)O[C@@H](CO)C[C@H](O)[C@@H]4C[C@H](C)[C@H](C/C=C\C=C\[C@H](C)C[C@H](C2)O3)O4)O[C@@H](C)[C@H](O)[C@H]1O | 33.2
CC(COc1ccc(Cl)cc1Cl)OC(=O)COc1ccc(Cl)cc1Cl (stereo not drawn) | 95.8
Nc1nc(Nc2ccc(Cl)c(Cl)c2)nn1Cc1cccc(Br)c1 | 75.3
COc1ccc(N2[C@@H](CC3=CCCC3)[C@@]3(O)CC[C@@H](O)[C@@H](OC)[C@@H]3[C@@]2(C)[C@H](O)CC=C(C)C)cc1 | 92.0
COc1ccc(CC(=O)OCC(C)C)cc1 | 113.3
O=c1c2ccccc2sc2ccccc12 | 107.5
Cc1ccc(S(C)(=O)=O)cc1 | 100.6
CN1CCN(Cc2ccc(NC(=O)c3cncc(C#Cc4cnc5ccc(N6CCN(C)CC6)nn45)c3)cc2C(F)(F)F)CC1 | -31.5*
O=S(=O)(c1ccccc1)N(c1ccccc1)S(=O)(=O)c1ccccc1 | 92.6
COc1cc(CNC2CCCCC2)ccc1O | 93.2
CCOC(=O)NC(N)=O | 92.4
CC(=Nc1ccc(Cl)cc1N)c1c(O)cc(C)oc1=O | 82.9
O=C(O)CCCCCSc1nc(-c2ccccc2)cc(-c2ccccc2)n1 | 99.7

Next section, overlapping the part above by four compounds.
SMILES | HL-60(TB)
COc1cc(CNC2CCCCC2)ccc1O | 93.2
CCOC(=O)NC(N)=O | 92.4
CC(=Nc1ccc(Cl)cc1N)c1c(O)cc(C)oc1=O | 82.9
O=C(O)CCCCCSc1nc(-c2ccccc2)cc(-c2ccccc2)n1 | 99.7
COc1ccc([C@H](C)Nc2nc(Cl)nc3ccccc23)cc1 | 7.6*
CCOc1ccccc1CC(O)CN(CC)CC (stereo not drawn) | 55.4
O=C(CN1CCCCCC1)Nc1nc2ccc(NCc3ccccc3)cc2s1 | 63.1
COc1ccc(Cc2nc(C#N)c(N3CCN(c4ccc(F)cc4)CC3)o2)cc1 | 79.2
COC(=O)c1c(C(=O)OC)c2n(CC(=O)Nc3cccc4cccnc34)c3ccccc3n2c1C(=O)c1ccc([N+](=O)[O-])cc1 | 98.0
N#Cc1c(N2CCOCC2)nc2sc3cc(Cl)c(Cl)cc3n2c1=N | 101.8
Cc1ccc2nc(/C=C/c3ccc(N(C)C)cc3)cc(C)c2c1 | 15.2
O=C1c2ccccc2C(=O)N1c1ccc(Cl)cc1 | 104.3
COc1cc(-c2nc(-c3ccccc3)c(-c3ccc(Sc4ccccc4)cc3)[nH]2)cc(OC)c1O | 103.4
Cc1ccc(C(=O)N(CCCN)[C@@H](c2nc3cc(Cl)ccc3c(=O)n2Cc2ccccc2)C(C)C)cc1 | -58.3*
COc1ccc(/C=C2/SC(=O)N(c3nc(N4CCCC4)nc(N4CCCC4)n3)C2=O)cc1 | 85.6
C#CC(/C=C/Cl)(CC)OC(N)=O (stereo not drawn) | 102.5
Nc1ncnc2nc(N3CCOCC3)[nH]c12 | 97.6
COc1ccc(-c2cc(Cc3cccs3)c(=O)n(Cn3cncn3)n2)cc1 | 107.4
Clc1cc(Cl)cc(N2N=C(c3cccc(Nc4ccncc4)c3)CC2c2ccc(Br)cc2)c1 (stereo not drawn) | 17.3
COc1nc2c(c(=O)[nH]1)C1(C(=O)Nc3ccccc31)c1c(nc(OC)[nH]c1=O)N2 | 113.4
CCOC(=O)c1cnc2cc(Cl)cc(Cl)c2c1Nc1cccc(S(N)(=O)=O)c1 | 121.0
Cc1ccc(N(CC(=O)Nc2ccc(S(=O)(=O)N3CCC(N4CCCC4)CC3)cc2)S(=O)(=O)c2ccc(Cl)cc2)cc1 | -51.5*
Nc1c(C(=O)c2ccccc2)sc2nc(-c3cccs3)cc(-c3cccs3)c12 | 22.0
C[n+]1cc[nH]c1CN(c1ccc(Cl)cc1)[C@@H]1c2cc(S(=O)(=O)N3CCCCC3)ccc2OC(C)(C)[C@H]1O | 99.5
O=C(CCl)Nc1ccccc1Cl | 107.7
COc1ccc(Oc2nc(NCCCCN(C)C)ncc2[N+](=O)[O-])cc1 | 98.3
COC(=O)CCCCCCCCCC(=O)O | 99.1
Cc1ccccc1C(=O)c1ccccc1 | 102.5
O=[N+]([O-])c1cccc(Cl)c1 | 65.9

Arranged by number of heavy atoms (descending): some entries from above
SMILES | HL-60(TB)
Cc1ccc(N(CC(=O)Nc2ccc(S(=O)(=O)N3CCC(N4CCCC4)CC3)cc2)S(=O)(=O)c2ccc(Cl)cc2)cc1 | -51.5*
COc1ccc(/C=C2/SC(=O)N(c3nc(N4CCCC4)nc(N4CCCC4)n3)C2=O)cc1 | 85.6
CCOC(=O)c1cnc2cc(Cl)cc(Cl)c2c1Nc1cccc(S(N)(=O)=O)c1 | 121.0
COc1ccc(-c2cc(Cc3cccs3)c(=O)n(Cn3cncn3)n2)cc1 | 107.4
N#Cc1c(N2CCOCC2)nc2sc3cc(Cl)c(Cl)cc3n2c1=N | 101.8
COC(=O)CCCCCCCCCC(=O)O | 99.1
Cc1ccccc1C(=O)c1ccccc1 | 102.5

These rows are one share of the data; the hit share may differ from the screen's.
